# CD11b adhes enh – CD11b/CD18-fibrinogen binding enhancement. P05107+P11215. K562 CD11b/CD18 adhesion to fibrinogen, ATPlite luminescence. activation, % at 10 µM. hit rate 0.07% among 93,000;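 active means 10 µM primary screen giving 50% or more activity, confirmed by 40% or more on retest at that dose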; further: strong numbers were not always called active; reference of the scale not given here
# MT1-MMP txn act – activates MT1-MMP transcription | AID 750 | hit rate 0.16% among 86,000 | activation factor at 10 µM | HT1080 MT1-MMP promoter luciferase reporter, luminescence, overnight; stronger effect = higher value;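 active means activation factor of at least 2 for MT1-MMP transcription at 10 µM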
# CD11b adhes inh – CD11b/CD18-fibrinogen binding inhibition; P05107+P11215; K562 CD11b/CD18 adhesion to fibrinogen, ATPlite luminescence; Mn2+ added to activate the integrin; inhibition, % at 10 µM; hit rate 0.54% among 93,000; AID 1497;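 active means primary inhibition of 50% or more at 10 µM, then 40% or more on retest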; further: some results filed as inactive read as strong as hits
# ERb coact inh – ER-beta (human) coactivator binding inhibition; AID 633; Q92731; TR-FRET ER-beta LBD / SRC1-Cy5 peptide binding; receptor agonist-loaded with 1 µM estradiol; inhibition, % at 25.6 µM; hit rate 1.3% among 86,000;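 active means compounds whose percent inhibition of the receptor-coactivator binding signal exceeds about 50% in the single-dose screen, limit read from the data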;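 further: 0% = receptor plus peptide wells without compound and 100% = peptide-only wells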
# FAK inh – inhibitors of human focal adhesion kinase; Q05397; biochemical FAK kinase activity assay; hit rate 0.84% among 97,000; inhibition, %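 (tested at 7 µM)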; in the data active means inhibition above about 19%;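 further: 0% = DMSO and 100% = reference compound high control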
# Target sequence (Q05397 whole entry, looked up): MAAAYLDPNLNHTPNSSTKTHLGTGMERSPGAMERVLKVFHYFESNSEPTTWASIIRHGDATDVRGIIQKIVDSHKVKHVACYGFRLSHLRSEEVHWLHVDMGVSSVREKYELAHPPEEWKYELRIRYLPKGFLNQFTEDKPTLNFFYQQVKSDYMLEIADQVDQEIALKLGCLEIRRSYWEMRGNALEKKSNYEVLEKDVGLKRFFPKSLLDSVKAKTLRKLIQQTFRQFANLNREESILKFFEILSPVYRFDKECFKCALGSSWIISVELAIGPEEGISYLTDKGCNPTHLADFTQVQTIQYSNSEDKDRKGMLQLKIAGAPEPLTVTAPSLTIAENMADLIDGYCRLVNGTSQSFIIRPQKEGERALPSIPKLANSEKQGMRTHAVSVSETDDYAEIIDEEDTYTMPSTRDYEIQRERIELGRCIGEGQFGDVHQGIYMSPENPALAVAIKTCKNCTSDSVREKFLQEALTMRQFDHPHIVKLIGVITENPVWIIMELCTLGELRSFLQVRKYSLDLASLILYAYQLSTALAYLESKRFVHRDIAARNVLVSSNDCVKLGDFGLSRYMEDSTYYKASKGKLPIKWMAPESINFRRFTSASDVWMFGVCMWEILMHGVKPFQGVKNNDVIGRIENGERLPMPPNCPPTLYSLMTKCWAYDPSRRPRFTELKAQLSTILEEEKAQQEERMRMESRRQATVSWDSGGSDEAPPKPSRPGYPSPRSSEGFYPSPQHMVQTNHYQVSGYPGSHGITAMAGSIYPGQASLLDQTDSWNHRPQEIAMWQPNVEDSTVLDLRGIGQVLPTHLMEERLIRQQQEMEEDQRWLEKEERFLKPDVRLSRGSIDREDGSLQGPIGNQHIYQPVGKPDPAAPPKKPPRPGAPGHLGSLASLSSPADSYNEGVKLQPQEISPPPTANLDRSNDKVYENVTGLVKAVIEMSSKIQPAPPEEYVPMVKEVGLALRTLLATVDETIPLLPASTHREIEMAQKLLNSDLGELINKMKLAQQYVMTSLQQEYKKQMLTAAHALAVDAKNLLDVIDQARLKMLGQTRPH
# PLAP act – activates human placental alkaline phosphatase. P05187. purified PLAP enzyme, luminescent substrate read-out; stronger effect = higher value. activation fold at 20 µM. hit rate 1.2% among 96,000. AID 696; in the data active means activation fold above about 2
# Ecoli WT expand – blocks growth of wild type E. coli BW25113; OD600 absorbance; growth inhibition, % at 100 µM; hit rate 0.15% among 98,000; AID 710;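 active means growth inhibition above about 50% at one test dose, limit read from the data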;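 further: growth measured after 20 h incubation at 37 °C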
# ERa SRC1 inh – blocks coactivator binding to human estrogen receptor alpha; P03372; TR-FRET ER-alpha LBD / SRC-1 peptide, estradiol-bound; inhibition, % at 25.6 µM; hit rate 1.7% among 86,000; in the data active means inhibition above about 50%;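 further: 0% = receptor plus peptide control and 100% = peptide only without receptor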
# ERa SRC1 pot – enhances coactivator binding to human estrogen receptor alpha | hit rate 1.3% among 86,000 | TR-FRET ERalpha-LBD/SRC-Cy5 coactivator binding, 2 h; 100 = basal binding, no effect | P03372 | AID 639 | coactivator binding (% of control), % at 25.6 µM; in the data active means activity above about 200%;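 further: binding measured in presence of low estradiol as agonist stimulus; 0% = peptide alone without receptor and 100% = receptor with peptide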
# Numbers without * were called inactive; . = not tested or not shown; [ ] = another dose, or the depositor's remark.
1) COc1cccc(-n2c(CNC(=O)OC(C)(C)C)n[nH]c2=S)c1
2) CSc1nc(SC)c2c3c(oc2n1)COC(C)(C)C3
3) Cc1cc(C2N=C(N)Nc3nc4ccccc4n32)c(C)n1-c1ccccc1Cl (stereo unspecified)
4) Cc1ccc(C)c2nc(SCC(=O)N3CCCc4ccccc43)c(C#N)cc12
5) Cc1nnsc1C(=O)NC1CCCCC1
6) CC(C)OCCCNC(=O)c1ccc2c(c1)ncn2C1CCCC1
Compound	1	2	3	4	5	6
CD11b adhes enh	-5	-1	1	-1	-3	.
MT1-MMP txn act	1.1	1.1	1.1	.	.	1.2
CD11b adhes inh	12	-1	6	50	10	.
ERb coact inh	0	-8	7[fluorescence artefact?]	.	.	-10
FAK inh	-4	.	.	3	2	.
PLAP act	1.1	1	.	1	1	.
Ecoli WT expand	10	-9	10	-10	-1	.
ERa SRC1 inh	-5	-6	15	.	.	-5
ERa SRC1 pot	120	97	135	.	.	99

7) Cc1ccnc(SCC(=O)N2CCN(C(c3ccccc3)c3ccccc3)CC2)n1
8) COc1cc(/C=N\NC(=O)Cn2nnc3ccccc32)cc(OC)c1OC
9) CC1=CC(C)(C)N(C(=O)CSc2ncn[nH]2)c2ccccc21
10) Clc1ccc(OCc2nnc(SCCN3CCCCC3)n2Cc2ccco2)cc1
11) COc1ccc(-c2csc(NC(=O)c3cc(C)on3)c2C#N)cc1OC
12) CCOC(=O)N1CCN(C(=O)CS(=O)Cc2nc(-c3cccc(C)c3)oc2C)CC1 (stereo unspecified)
Compound	7	8	9	10	11	12
CD11b adhes enh	2	-5	2	0	4	1
MT1-MMP txn act	1	.	.	1	.	1.1
CD11b adhes inh	-3	-29	-34	-4	20	-14
ERb coact inh	-9	.	-3	5[fluorescence artefact?]	-5	13[fluorescence artefact?]
FAK inh	0	3	0	.	0	-3
PLAP act	1.6	1.1	1.7	1.7	1	1.6
Ecoli WT expand	0	5	-1	2	-10	-6
ERa SRC1 inh	6	.	2	8[fluorescence artefact?]	-1	-1
ERa SRC1 pot	97	.	124[fluorescence artefact?]	125[fluorescence artefact?]	264*	97[fluorescence artefact?]

# Compounds shown so far that contain a furan ring, fused or not (two):
2) CSc1nc(SC)c2c3c(oc2n1)COC(C)(C)C3
10) Clc1ccc(OCc2nnc(SCCN3CCCCC3)n2Cc2ccco2)cc1
Compound	2	10
CD11b adhes enh	-1	0
MT1-MMP txn act	1.1	1
CD11b adhes inh	-1	-4
ERb coact inh	-8	5[fluorescence artefact?]
FAK inh	.	.
PLAP act	1	1.7
Ecoli WT expand	-9	2
ERa SRC1 inh	-6	8[fluorescence artefact?]
ERa SRC1 pot	97	125[fluorescence artefact?]

# (further entries)
13) c1cc(CNC2=NCCCCC2)ccn1
14) N#Cc1ccc(CSc2nnc(NC(=O)CN3C(=O)C4CC=CCC4C3=O)s2)cc1 (stereo unspecified)
15) Cc1cccc(N(CC(=O)Nc2ccc(F)cc2)S(C)(=O)=O)c1
16) C=CCC(Nc1ccco1)c1ccccc1 (stereo unspecified)
17) Cc1cccc(NC(=O)CCN2CCOCC2)c1
18) COc1ccc(N2C(=O)CCC(C(=O)N3CCCCC3)C2c2ccc(F)cc2)cc1 (stereo unspecified)
Compound	13	14	15	16	17	18
CD11b adhes enh	0	-1	-4	3	-5	4
MT1-MMP txn act	1.1	1.1	1.1	1	1.1	1.1
CD11b adhes inh	-18	-18	-13	-8	-15	5
ERb coact inh	-1[fluorescence artefact?]	11	-2	0	-6	-19[fluorescence artefact?]
FAK inh	1	-7	-2	-2	7	.
PLAP act	0.8	1.5	0.8	1.1	0.9	1.4
Ecoli WT expand	-6	-2	-3	17	5	3
ERa SRC1 inh	-5[fluorescence artefact?]	6	-3	-6	-5	-6
ERa SRC1 pot	134	94[fluorescence artefact?]	107	100	147	112

19) O=C(NC(Cc1c[nH]c2ccccc12)c1nnc2n1CCCCC2)c1cccs1 (stereo unspecified)
20) CCCOc1ccc(C(=O)Nn2c(C)nc3ccccc3c2=O)cc1
21) COc1ccccc1CNC(=O)C1CCN(C(=O)N(C)C)CC1
22) Cc1cccc2cc(CN(Cc3ccc(F)cc3)Cc3nnnn3C3CCCC3)c(=O)[nH]c12
23) Cc1cnc(-c2nnc(N(C)C(=O)c3cnccn3)s2)cn1
24) COc1ccccc1NC(=O)Cc1coc2cc(C)ccc12
Compound	19	20	21	22	23	24
CD11b adhes enh	-2	1	0	-1	.	-1
MT1-MMP txn act	1.1	1.2	.	.	1.2	.
CD11b adhes inh	-15	0	-28	4	.	-10
ERb coact inh	-1	-15	0	.	-4	.
FAK inh	-1	-14	0	-8	.	0
PLAP act	1.6	1	1.1	1	.	1
Ecoli WT expand	.	-4	-11	-10	.	-7
ERa SRC1 inh	-4	1	-4	.	-2	.
ERa SRC1 pot	107	120	130	.	112	.

# Part of the list above in a different format:
item | SMILES | CD11b adhes enh | MT1-MMP txn act | CD11b adhes inh | ERb coact inh | FAK inh | PLAP act | Ecoli WT expand | ERa SRC1 inh | ERa SRC1 pot
24 | COc1ccccc1NC(=O)Cc1coc2cc(C)ccc12 | -1 | . | -10 | . | 0 | 1 | -7 | . | .
13 | c1cc(CNC2=NCCCCC2)ccn1 | 0 | 1.1 | -18 | -1[fluorescence artefact?] | 1 | 0.8 | -6 | -5[fluorescence artefact?] | 134
16 | C=CCC(Nc1ccco1)c1ccccc1 (stereo unspecified) | 3 | 1 | -8 | 0 | -2 | 1.1 | 17 | -6 | 100
20 | CCCOc1ccc(C(=O)Nn2c(C)nc3ccccc3c2=O)cc1 | 1 | 1.2 | 0 | -15 | -14 | 1 | -4 | 1 | 120

# Next part
25) Cc1ccc(Cl)cc1NC(=O)COC(=O)CC1CC2CCC1C2 (stereo unspecified)
26) CCOc1cc(/C=N/O)cc(Cl)c1OC
27) CCCCOC(=O)Nc1ccccc1C(=O)OC
28) COc1ccccc1NC(=O)CSC1=NC(=O)C(NC(C)=O)C(=O)N1 (stereo unspecified)
29) CCn1ncc(C2=NOC(C(=O)Nc3ccccc3C(=O)OC)C2)c1C (stereo unspecified)
30) COc1ccc(CC(=O)OCc2cc3cccc(C)c3[nH]c2=O)cc1
Compound	25	26	27	28	29	30
CD11b adhes enh	-1	.	.	6	-4	-2
MT1-MMP txn act	.	1.2	1.1	1	1	1.1
CD11b adhes inh	-18	.	.	-5	-1	-1
ERb coact inh	.	-14	-2	7	.	8
FAK inh	1	5	-5	1	.	1
PLAP act	0.7	1	1.1	1.1	1.5	0.9
Ecoli WT expand	-6	0	12	4	-4	-7
ERa SRC1 inh	.	-7	-6	5	.	-2
ERa SRC1 pot	.	95	100	124	.	131

31) Cc1ccc(/C=N/c2sc3c(c2C#N)CCC3)s1
32) Cc1ccc(-c2csc(SCC(=O)Nc3cc(C)on3)n2)cc1
33) Cc1ccc(C(=O)CC(C(=O)O)c2cn(CCC#N)c3ccccc23)cc1 (stereo unspecified)
34) COCCn1c(SCCCC(=O)c2ccc(Br)cc2)nnc1-c1ccncc1
35) Cc1cc(=O)oc(C)c1C(=O)NCC(C)C
36) COc1ccccc1CN1C(=O)[C@@H]2C(CCC(N)=O)NC3(C(=O)Nc4c3ccc(Cl)c4C)[C@@H]2C1=O (stereo partly specified)
Compound	31	32	33	34	35	36
CD11b adhes enh	-3	.	3	-5	-1	0
MT1-MMP txn act	2.3*	1.1	1.2	0.9	1	1.1
CD11b adhes inh	56	.	-7	69*	2	-16
ERb coact inh	-10	-8	-6	9	-8	7
FAK inh	5	1	0	1	-6	0
PLAP act	0.9	.	1.5	1.5	1	1.6
Ecoli WT expand	-7	.	1	1	0	-15
ERa SRC1 inh	-15	2	-8	0	-5	-8
ERa SRC1 pot	88	98	133	90	132	95

37) C=CCn1c(SCC(=O)Nc2ccccc2OC)nc(O)c(CC)c1=O
38) Cc1cc(C(C)c2ccccc2)c(O)c(CN2CCOCC2)c1C (stereo unspecified)
39) CCc1nnc(NC(=O)CSc2nnc(-c3ccccc3OC)n2-c2ccc(C)cc2)s1
40) O=c1c2ccccc2sn1-c1ccc(S(=O)(=O)N2CCCC2)cc1
41) CCOC(=O)c1c[nH]c2c(Cl)c(Cl)ccc2c1=O
42) C=CCn1c(COc2ccc(CC)cc2)nnc1SCC(=O)NC1CCS(=O)(=O)C1 (stereo unspecified)
Compound	37	38	39	40	41	42
CD11b adhes enh	-3	1	-2	.	-2	-1
MT1-MMP txn act	1.1	1.6	1.3	1.4	1.2	1.4
CD11b adhes inh	-5	13	-1	.	0	-10
ERb coact inh	9[fluorescence artefact?]	13	-20	.	8	-2
FAK inh	0	-2	-1	0	1	0
PLAP act	1.1	1.4	1.3	1.1	1	1.7
Ecoli WT expand	-3	1	-2	-3	-11	2
ERa SRC1 inh	-14	6	-1	.	15[fluorescence artefact?]	-10
ERa SRC1 pot	89	98	95[fluorescence artefact?]	.	81	109

43) Cc1occc1-c1nnc(SCC(=O)NC(=O)NC(C)C)n1N
44) Cn1c(SCC(=O)N2CCc3ccccc3C2)nnc1-c1cccs1
45) c1ccc(-c2nc(NCc3ccco3)c3ccccc3n2)cc1
46) O=C(CSc1nnc(CN2CCCCCC2=O)n1-c1ccccn1)NCC(F)(F)F
47) Cc1cc(OCc2ccc(F)cc2)nc(-c2ccccc2O)n1
48) CCn1c(SCC(=O)Nc2nc(-c3ccc(C)cc3)cs2)nnc1-c1ccccc1O
Compound	43	44	45	46	47	48
CD11b adhes enh	2	-1	.	-1	-1	-7
MT1-MMP txn act	1.2	1.1	1.2	1.2	1	1.4
CD11b adhes inh	0	-13	.	18	-7	102
ERb coact inh	-1	-9[fluorescence artefact?]	9	2[fluorescence artefact?]	26[fluorescence artefact?]	-7
FAK inh	1	-2	-1	-8	10	7
PLAP act	1.1	0.7	.	1.2	0.8	1.6
Ecoli WT expand	10	0	.	-2	-3	-8
ERa SRC1 inh	-7	2	2	1	23[fluorescence artefact?]	2
ERa SRC1 pot	113[fluorescence artefact?]	100	97	113	118[fluorescence artefact?]	112[fluorescence artefact?]

49) C=C(C)CSc1nnc(-c2cc(OC)c(OC)c(OC)c2)n1N
50) CCC(=O)N1CCc2cc(S(=O)(=O)N(CC)c3cccc(C)c3)ccc21
51) CCOC(=O)c1ccc(Nc2ncnc3c2cnn3C)cc1
52) CCCn1c(NCc2cc(C)ccc2O)nc2ccccc21
53) Cc1sc(/N=C/c2ccccc2O)c(C#N)c1C
54) O=C(CCn1c(=O)oc2ccccc21)Nc1ccon1
Compound	49	50	51	52	53	54
CD11b adhes enh	0	1	-7	-5	45	.
MT1-MMP txn act	1	.	1.1	1	2*	1.1
CD11b adhes inh	-18	4	3	-3	-12	.
ERb coact inh	3[fluorescence artefact?]	-4	72*[fluorescence artefact?]	6	-14[fluorescence artefact?]	-12
FAK inh	2	-2	0	1	-1	0
PLAP act	0.9	1	0.8	1.1	1	.
Ecoli WT expand	0	-6	-2	12	-12	.
ERa SRC1 inh	1	-3	-3	-3	2	-14
ERa SRC1 pot	111[fluorescence artefact?]	106	111	100	106	117

55) Cc1nn(C)cc1/C=C1\CCC/C(=C\c2cn(C)nc2C)C1=O
56) COc1ccc(O)c(-c2cn[nH]c2-c2cccs2)c1
57) COc1ccc(-n2c(CNC(=O)c3ccc(S(=O)(=O)N4CCCC4)cc3)n[nH]c2=S)cc1
58) CCN=C(NCC)SC1CC(=O)N(c2cccc(OC)c2)C1=O (stereo unspecified)
59) OC(COc1ccc2cc(Br)ccc2c1)CN1CCOCC1 (stereo unspecified)
60) CN1CCN(/C=N/C2=C(C#N)C(c3ccccc3)C3=C(CC(C)(C)CC3=O)O2)CC1 (stereo unspecified)
Compound	55	56	57	58	59	60
CD11b adhes enh	3	-4	13	-4	.	.
MT1-MMP txn act	.	1.2	.	1	1.4	1.1
CD11b adhes inh	15	2	17	-1	.	.
ERb coact inh	.	-21[fluorescence artefact?]	.	-4	-18[fluorescence artefact?]	7
FAK inh	-1	-1	-1	.	0	-1
PLAP act	1.8	1.4	1.5	1.1	.	1.4
Ecoli WT expand	-1	-6	-2	-2	.	5
ERa SRC1 inh	.	-19	.	-11	-31	-3
ERa SRC1 pot	.	94	.	126	92	108

# High-throughput results as filed in PubChem BioAssay.
